# Source: PubChem BioAssay
# IL-2 act = activators of IL-2; IL-2 activation reporter assay, cell-based qHTS; stimulated with anti-CD3/CD4/CD28 beads; in transgenic mouse T cells; activation, % (series mostly up to about 46 µM); 0.065% of 360,000 active; in the data active = activation above about 50%; inconclusive = mostly about 30% to 49%; also: 0% is about no effect
#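 EGFP and DsRed fluorescence is measured by plate cytometry in unstimulated transgenic mouse T cells exposed to compound for 60 minutes, then stimulated 18 hours at 37 degrees C with anti-CD3/anti-CD4 beads plus anti-CD28.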
# PI5P4Ka inh = inhibitors of human PI5P4K alpha. max response, %. 1.2% of 330,000 active. AID 652105. PI5P4Kalpha enzyme, ADP-Glo luminescence, 60 min; active compounds read low. P48426; active = max response of -50% or lower; inconclusive = between -30% and -50%; inactive = -30% or higher; also: value at the top dose of about 77 µM; % is scaled to controls: 0 for no effect and ±100 for the full control effect
# Target sequence (P48426 whole entry, looked up): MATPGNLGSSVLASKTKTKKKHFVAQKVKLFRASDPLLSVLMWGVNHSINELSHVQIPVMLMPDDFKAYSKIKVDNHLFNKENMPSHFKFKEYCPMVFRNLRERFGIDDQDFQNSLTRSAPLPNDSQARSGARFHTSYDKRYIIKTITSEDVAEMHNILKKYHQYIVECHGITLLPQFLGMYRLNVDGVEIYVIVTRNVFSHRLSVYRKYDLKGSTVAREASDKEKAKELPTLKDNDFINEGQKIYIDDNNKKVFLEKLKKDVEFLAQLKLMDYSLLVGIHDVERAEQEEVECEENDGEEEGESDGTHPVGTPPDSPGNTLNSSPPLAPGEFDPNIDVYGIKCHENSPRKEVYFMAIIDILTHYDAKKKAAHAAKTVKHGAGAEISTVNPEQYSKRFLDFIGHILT
#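 Enzyme plus substrate dispensed, test compounds pinned in, then ATP (5 microM final) added. After 60 min at RT, ADP-Glo reagent 1 for 45 min and reagent 2 for 30 min preceded luminescence imaging.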
# WRN helicase inh = inhibitors of human WRN helicase; AID 651768; WRN helicase unwinding, fluorescent forked duplex, kinetic; Potency, µM (series often up to 114 µM), without a hit: at the highest dose activity change, negative = inhibition, hits mostly inhibitors; 0.46% of 360,000 active; also: potency is read from the fitted curve at half-maximal effect; % is scaled to controls: 0 for no effect and ±100 for the full control effect; nearly all actives have a fitted effect of over 55% in size
#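 Kinetic fluorescence helicase assay: unwinding of a quenched forked DNA duplex (100 nM final) with 2 mM ATP final raises red fluorescence (525/598 nm). Compounds sat 15 min at room temperature with 20 nM WRN beforehand.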
# Abeta rescue = compounds reversing amyloid beta toxicity in yeast | yeast expressing A-beta42, growth rescue, OD600, 48 h; response scale: 0% DMSO, 100% iron-clioquinol control | Potency, µM (top dose mostly 46.1 µM), for inactives: top-dose growth rescue, actives largely listed as activators | 0.063% of 410,000 active | AID 1347071; also: potency is read from the fitted curve at half-maximal effect; nearly all actives have a fitted effect of over 55% in size
#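 Yeast growth medium received pinned compounds, then yeast cells expressing toxic A-beta were added; plates incubated at 30 C for 48 hr. Growth read as absorbance at 600 nm, normalized to DMSO and equimolar FeCl3 plus clioquinol controls.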
# EPAC1 ag = agonists of human EPAC1. O95398. EPAC1 agonist qHTS, biochemical assay; response scale: 100% = response to 6.5 mM cAMP. Potency, µM (highest dose often 154 µM), without a hit: top-dose activation, usual class: activators. 0.073% of 360,000 active; also: potency is read from the fitted curve at half-maximal effect; nearly all actives have a fitted effect of over 60% in size
#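 Multi-concentration qHTS readout: loss of Rap1B-bound BODIPY-GDP fluorescence driven by 100 nM EPAC1 with excess GDP (50 uM), monitored kinetically at room temperature; agonist response expressed relative to 6.5 mM cAMP.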
# EPAC1 antag = blocks human EPAC1 exchange factor. O95398. EPAC1 GEF assay, Rap1b-BODIPY-GDP exchange fluorescence. Potency, µM (doses to about 115 µM), inactives show at the highest dose activity change, negative = inhibition, hits mostly inhibitors. 0.14% of 360,000 active. AID 720709;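 also: potency is read from the fitted curve at half-maximal effect; plate controls were vehicle for no effect and positive control for full effect; nearly all actives have a fitted effect of over 50% in size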
# PLK1 PBD inh = PLK1 (human) polo-box domain binding inhibition | P53350 | Plk1 PBD binding of FITC phosphopeptide, fluorescence polarization | Potency, µM, inactives show max response, negative = inhibition, most hits filed as inhibitors | 2.8% of 360,000 active | AID 720504; also: potency is read from the fitted curve at half-maximal effect; series mostly up to about 57 µM; % is scaled to controls: 0 for no effect and ±100 for the full control effect; nearly all actives have a fitted effect of over 65% in size
# Target sequence (P53350 whole entry, looked up, the tested form may be a part): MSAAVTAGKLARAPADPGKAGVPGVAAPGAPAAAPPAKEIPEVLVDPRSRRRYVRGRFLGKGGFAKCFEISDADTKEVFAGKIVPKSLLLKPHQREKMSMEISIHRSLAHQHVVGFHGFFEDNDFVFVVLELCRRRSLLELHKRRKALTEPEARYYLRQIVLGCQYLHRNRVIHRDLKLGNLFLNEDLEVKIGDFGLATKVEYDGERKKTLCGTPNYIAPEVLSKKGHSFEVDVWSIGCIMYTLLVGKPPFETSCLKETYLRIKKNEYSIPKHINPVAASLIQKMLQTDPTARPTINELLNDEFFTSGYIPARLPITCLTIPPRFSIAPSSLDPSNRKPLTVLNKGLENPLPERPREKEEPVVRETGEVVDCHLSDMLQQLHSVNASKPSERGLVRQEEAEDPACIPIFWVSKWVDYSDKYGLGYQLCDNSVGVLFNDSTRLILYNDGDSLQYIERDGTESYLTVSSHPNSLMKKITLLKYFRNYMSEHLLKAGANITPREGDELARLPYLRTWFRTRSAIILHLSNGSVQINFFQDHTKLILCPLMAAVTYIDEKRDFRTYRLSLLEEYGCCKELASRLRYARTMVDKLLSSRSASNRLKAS
# FUS suppressor = rescues growth of FUS-expressing yeast; S. cerevisiae FUS-expressing, growth rescue, OD600, 24 h; Potency, µM (series often up to 76.6 µM), without a hit: top-dose growth rescue (activation), most hits filed as activators; 0.24% of 390,000 active;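 also: potency is read from the fitted curve at half-maximal effect; plate controls were DMSO vehicle for no effect and reference control for full effect; nearly all actives have a fitted effect of over 55% in size; some results filed as inactive show a strong effect at the top dose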
#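 S. cerevisiae expressing FUS from galactose induction served as the toxicity model. Growth after 24hr at 30C, read as absorbance at 600 nm, indicates suppression of toxicity; compounds dosed at several concentrations.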
# * = called active by the depositor; ? = inconclusive; . = not tested or not shown; & = joins results of further samples; [ ] = dose if it differs, or a comment. Unless noted, calls follow the shape of the dose curve; as a rule, active = well fitted curve in the direction sought with a large enough effect; inconclusive = small, poorly fitted or top-dose-only effect, or another doubt; inactive = no such curve, though single readings can be large; an effect the other way counts as inactive or inconclusive.
Compound,IL-2 act,PI5P4Ka inh,WRN helicase inh,Abeta rescue,EPAC1 ag,EPAC1 antag,PLK1 PBD inh,FUS suppressor
O=C1C2CCCN2C(c2ccccc2F)N1c1ccc(Cl)cc1 (stereo unspecified),1.5,.,1%,18%,10%,1%,-1%,19%
NC(=O)C1CCCN(CC(=O)Nc2ccccc2C(=O)NC2CC2)C1 (stereo unspecified),1.0,4,0%,9%,3%,3%,2%,.
C/C(=N/NC(=O)CNC(=O)c1cccnc1)c1ccc(Cl)cc1,-1.8,-6,3%,-5%,-10%,4%,6%,-36%
Cc1cc(N2CCCC(C(=O)Nc3cccc(Cl)c3)C2)n2ncnc2n1 (stereo unspecified),0.3,-8,1%,-10%,-4%,9%,7%,19%
COc1ccccc1C(=O)Nc1nnc(SCC(=O)NCC2CCCO2)s1 (stereo unspecified),-2.1,0,-2%,1%,3%,12%,-3%,0%
Cc1ccsc1C(=O)NCCc1ccco1,-0.8,-26,-6%[11.6 µM],-1%,-6%,-13%,-12%,14%
CCOc1ccc(N(CC(=O)Nc2nccs2)S(=O)(=O)c2c(C)[nH]c(=O)[nH]c2=O)cc1,-0.9,-3,3%,-10%,9%,-24%,-13%,-36%
Cc1ccc(-c2nnc(N3CCN(C(=O)COc4ccccc4)CC3)c3ccccc23)cc1,-3.4,.,31%,4%,8%,-5%,-1%,36%
O=C(CS(=O)CC(=O)Nc1cnc2ccccc2c1)Nc1ccc(Cl)cc1 (stereo unspecified),-0.2,1,-8%[57.1 µM],-17%,-2%,?,-10%,-4%
Cc1ccc(CSCC(=O)Nc2ccc3c(c2)OCO3)cc1,-1.8,.,-3%,-11%,7%,2%,-3%,21%
O=C(NC1CCCCC1)c1n[nH]c2c1CC(c1ccccc1)CC2 (stereo unspecified),-0.4,8,-2%,10%,5%,-1%,-1%,-16%
Cc1cc(C=O)c(C)c2c1[nH]c1ccccc12,-4.6,0,-8%,-11%,0%,5%,2%,.

# Next section (two carried over from the part before).
Compound,IL-2 act,PI5P4Ka inh,WRN helicase inh,Abeta rescue,EPAC1 ag,EPAC1 antag,PLK1 PBD inh,FUS suppressor
O=C(NC1CCCCC1)c1n[nH]c2c1CC(c1ccccc1)CC2 (stereo unspecified),-0.4,8,-2%,10%,5%,-1%,-1%,-16%
Cc1cc(C=O)c(C)c2c1[nH]c1ccccc12,-4.6,0,-8%,-11%,0%,5%,2%,.
O=[N+]([O-])c1cccnc1Oc1ccccc1F,-1.1,1,-5%,7%,-4%,-6%,3%,-23%
CCOC(=O)c1c(NC(=O)COc2ncnc3ccccc23)sc(C)c1C,-0.5,5,7%,-2%,5%,-10%,-6%,2%
COc1ccc(C(=O)COC(=O)c2n[nH]c3ccccc23)c(OC)c1,-0.3,?,-4%[11.6 µM],-5%,0%,-12%,-2%,30%
CCOC(=O)c1c(C)c(C(=O)NCc2ccccn2)c(C)n1C,-1.8,.,-9%,-16%,-7%,-3%,-3%,-5%
CCOC(=O)CNC(=O)CN1C(=O)CC(c2ccco2)Sc2ccccc21 (stereo unspecified),-0.5,-3,7%,-6%,7%,3%,-14%,13%
COCCOC(=O)C1=C(C)NC(=O)NC1c1c(Cl)nc2ccccn2c1=O (stereo unspecified),3.0,-7,-22%,-3%,-4%,-16%,-10%,.
CCOc1ccccc1NC(=O)CCCNC(=O)Cn1cnc2sc(C)c(C)c2c1=O,-0.6,-13,-3%,-5%,2%,-9%,-6%,?
Cc1cc(C)nc(SCC(=O)N2CCOCC2)n1,2.8,.,-9%,-23%,11%,6%,-5%,-26%
CCOc1ccc(S(=O)(=O)N2c3ccccc3CC2C)cc1 (stereo unspecified),-4.0,.,-1%,13%,14%,-8%,-3%,30%
COc1ccc(S(=O)(=O)N2CCCCC2)cc1NC(=O)CCNC(=O)c1ccc(Cl)cc1,0.2,7,-14%,18%,-2%,-3%,3%,-10%
O=C(CCn1cccc1)Nc1nccs1,-0.7,10,4%,0%,1%,-14%,-6%,-5%
COc1ccc(-c2nnn3c2nc(NCc2ccccc2)c2ccccc23)cc1,-0.3,2,-1%,1%&11%,0%,-4%,-3%,9%&-17%
Cc1cc(S(=O)(=O)N2CCCOC2CNC(=O)C(=O)NCc2ccco2)ccc1F (stereo unspecified),-3.3,-2,-5%,-6%,-11%,33%[activator],-4%,5%
Cc1ccc(S(=O)(=O)NCCCOC(=O)Nc2ccncc2)cc1,-0.2,-5,0%,17%,-3%,10%,1%,-4%
COc1ccccc1-n1cnnc1SCC(=O)Nc1cc(C(C)(C)C)nn1-c1ccccc1,-0.8,-21,0%,-6%,0%,-1%,3.4µM*,9%
O=C(CC1C(=O)NC2CCCCC2N1C(=O)c1ccc([N+](=O)[O-])cc1)Nc1ccccc1 (stereo unspecified),1.0,0,0%,5%,5%,3%,-1%,13%
COc1ccc(-n2c(Cc3cccn3C)nnc2SCC(=O)NC2CCCC2)cc1,1.8,0,3%,-3%,-4%,?,-18%,20%
Cc1ccc(-c2nn(CC(=O)NCCN3CCOCC3)c(=O)c3ccccc23)cc1,-0.9,-4,-2%,27%,3%,-2%,-5%,-19%
CC(C)(C)C(=O)Nc1nnc([C@H]2C[C@H](O)[C@@H](CO)O2)s1,2.0,-1,4%,-8%,-7%,7%,3%,-25%
c1ccc(Cn2nnnc2C(c2ccncc2)N2CCOCC2)cc1 (stereo unspecified),-1.1,.,-5%,1%,0%,23%,0%,8%
CNC(=O)COC(=O)c1ccc2c(c1)S(=O)(=O)c1ccccc1C2=O,-1.0,4,-6%,-7%,1%,4%,2%,-2%
CCOc1ccc(Oc2nc(N(CC)CC)nc(N3CCOCC3)n2)nn1,0.3,5,-4%,-29%,-6%,-24%,-5%,3%
CCOC(=O)N1CCC(Nc2c(N3CCN(c4cc(Cl)ccc4C)CC3)c(=O)c2=O)CC1,-2.5,-6,5%,0%,-10%,-5%,0%,-15%
CCOc1ccccc1NC(=O)C1CCCN(C(=O)Nc2ccccc2)C1 (stereo unspecified),-2.5,.,5%,2%,6%,12%,-6%,26%
COc1ccc(NC(=O)CN(C)C(=O)c2cn(-c3ccccc3)nc2-c2ccc(F)cc2)cc1,-0.3,9,-7%,11%,-6%,-16%,6%,?
CC(C)n1nccc1N(Cc1ccc(Cl)cc1)S(=O)(=O)c1ccccc1,-4.7,2,3%,-45%[inhibitor],1%,-7%,-7%,26%
CN(CC(=O)Nc1ccccc1Cl)C(=O)Cn1cnc2ccccc2c1=O,0.5,1,3%,2%,0%,-2%,-4%,6%
COc1ccc(/C(=C/c2ccc(OC(F)F)c(OC)c2)C(=O)O)cc1OC,-1.6,-3,-20%[57.1 µM],7%,-11%,1%,-1%,2%
O=C(O)C1C(c2ccccc2)C(C(=O)Oc2ccccc2)C1c1ccccc1 (stereo unspecified),-1.3,-2,5%,2%,-2%,11%,-19%,8%
O/N=C1\CCCc2ccc3ccccc3c21,-2.6,9,-6%,14%,11%,-6%,-7%,2%
Cc1cc2ncn(C3CC(O)C(CO)O3)c2cc1C (stereo unspecified),-0.1,0,8%,2%,3%,1%,-4%,2%
COc1cc(-c2nnc(SC(C)C(=O)Nc3c(C)n(C)n(-c4ccccc4)c3=O)o2)cc(OC)c1OC (stereo unspecified),-0.8,.,3%,3%,-6%,15%,-2%,20%
COc1cc(C(=O)Nc2ccc3c(c2)ncn3C)cc(OC)c1OC,1.6,1,6%,-18%,4%,-2%,1%,-5%
CCOC(=O)CCc1c(C)c2ccc(OCC)c(C)c2oc1=O,-1.0,.,-4%,2%,10%,-11%,0%,19%
COC(=O)C1=C(C)N(c2ccc(Cl)cc2)/C(=C/c2cccs2)C1=O,1.0,-4,3%,-1%,-6%,8%,-5%,.
CC(C)CN1C(=O)NC(NS(=O)(=O)c2ccc(N)cc2)(C(F)(F)F)C1=O (stereo unspecified),1.6,-3,-2%,-4%,1%,5%,21µM*,-11%
O=[N+]([O-])c1ccc(N/N=C/c2cccc(O)c2O)c(S(=O)(=O)N2CCOCC2)c1,-0.5,?,-11%,-8%,-2%,?,-4%,13%
CCOc1cc(OCC)cc(C(=O)N2CCC[C@@H]2C(=O)N2CCC[C@@H]2C(=O)NCc2ccccc2Cl)c1,1.8,-3,0%,-4%,11%,-5%,-3%,16%
CCNc1nc(NCC)n2c(SC(C(=O)Nc3cc(C)ccc3C)c3ccccc3)nnc2n1 (stereo unspecified),0.6,3,3%,1%,-11%,-28%,-4%,32µM*
CC1CCCN(C(=O)CSc2nnc(-c3ccco3)n2C)C1 (stereo unspecified),-0.4,-10,-8%,-26%,3%,-8%,-1%,3%
NS(=O)(=O)c1cc2c(cc1C(F)(F)F)NCNS2(=O)=O,-0.3,5,6%,18%,11%,0%,2%,-41%
CC1CCCN(C(=O)C(=O)c2cn(CC(=O)N3CCCCCC3)c3ccccc23)C1 (stereo unspecified),-0.4,-3,-4%,7%,1%,-8%,-1%,13%
Cc1ccc(-c2ccc(CCC(=O)O)n2-c2ccc(O)cc2)cc1,0.3,-5,-10%,7%,4%,-20%,-20%,.
Clc1ccc(-c2nc(-c3cnccn3)no2)cc1,-0.9,-20,-2%,-7%,4%,3%,-2%,-9%
COc1ccc(CNC(=O)C2CCN(C(=O)c3cccc(Cl)c3)CC2)cc1,-4.3,-13,-28%,-10%,2%,0%,-9%,.
CCN1CCN(c2nc(SC)nc3sc4c(c23)CC(C)(C)OC4)CC1,2.1,9,-26%,-11%,8%,14%,-9%,.
N=c1c(S(=O)(=O)c2ccc(Cl)cc2)cc2c(=O)n3ccccc3nc2n1C1CCCC1,-4.1,-4,4%,-5%,10%,2%,-6%,-10%
c1ccc2c(c1)nc1n2CCN1,-0.7,-21,-1%,-17%,3%,-2%,-8%,11%
COc1ccc(C(=O)OCn2nnc3ccccc3c2=O)cc1[N+](=O)[O-],0.2,-6,2%[57.1 µM],-26%,0%,-4%,?,-34%
O=c1c(Cl)c(NCCO)cnn1-c1cccc(Cl)c1,-4.3,-2,10%,-4%,8%,12%,-10%,-6%

# Rows were taken by chance. About 4.1% of those tested had a hit in this group.
